Assay outcomes from PubChem.
ROS inducer – ROS inducers in U2OS cancer cells, primary screen, cell-based, H2DCF-DA fluorescence. ROS induction (% of piperlongumine), % at 10 µM. 46,000 compounds, 2% hits. U2OS ROS induction. AID 624156, 2012; in the data active = ROS induction above about 79%, passing the limit was not always enough; inconclusive = no clear call, values can overlap the other calls;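 also: 0% = DMSO vehicle median and 100% = reference compound median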
The depositor's hits bear a star; ? = inconclusive.

SMILES	ROS inducer
O=C(CCCCCCC(=O)Nc1ccccc1O)N/N=C/c1cc(Br)cc(Br)c1O	-10
CCn1c2ccccc2n2c(SCC(=O)Nc3ccc(Cl)cc3)nnc12	-3
C[C@@H]1CN([C@@H](C)CO)C(=O)CCCn2nncc2CO[C@@H]1CN(C)Cc1ccc(C(=O)O)cc1	5
CCc1ccc(NC(=O)CSc2ncnc3c2sc2ccccc23)cc1	17
CC(C)(C)OC(=O)Nc1ccc(/C=N/NC(=O)c2ccc(C(=O)NO)cc2)cc1	-6
C[C@H](CO)N1C[C@H](C)[C@@H](CN(C)S(=O)(=O)c2ccc(Cl)cc2)Oc2ccc(NS(=O)(=O)c3ccccc3)cc2C1=O	13
C[C@H](CO)N1C[C@H](C)[C@H](CN(C)C(=O)Nc2ccc(F)cc2)Oc2ccc(NC(=O)Nc3cccc4ccccc34)cc2CC1=O	11
C[C@@H]1CN([C@@H](C)CO)C(=O)Cc2cc(NC(=O)c3ccncc3)ccc2O[C@@H]1CN(C)Cc1ccc(Oc2ccccc2)cc1	5
C[C@@H]1CN([C@H](C)CO)C(=O)Cc2cc(NC(=O)Nc3ccccc3)ccc2O[C@H]1CN(C)Cc1ccc(C(F)(F)F)cc1	15
C[C@@H]1CN([C@@H](C)CO)C(=O)c2cccc(NC(=O)C3CCCCC3)c2O[C@@H]1CN(C)S(=O)(=O)c1ccc(F)cc1	5
C[C@H](CO)N1C[C@H](C)[C@@H](CN(C)C(=O)Nc2ccc3c(c2)OCO3)Oc2c(NC(=O)c3cnccn3)cccc2C1=O	-6
CCc1cccc2c(C#N)cn(CC(=O)NCC3CCCO3)c12 (centres undefined)	-1
C[C@@H]1CN([C@H](C)CO)C(=O)CCCn2cc(nn2)CO[C@@H]1CN(C)Cc1cccnc1	-7
Cc1ccc(-c2nc3ccccc3s2)cc1NC(=O)COc1ccccc1	8
COc1cccc(NC(=O)CSc2nc(N)c(-c3ccccc3)c(=O)[nH]2)c1	0
Cc1ccc(N(C(C)C(=O)Nc2ccc(Oc3ccccc3)cc2)S(C)(=O)=O)cc1 (centres undefined)	0
N#Cc1nc(-c2cccs2)oc1NCCCN1CCOCC1	1
C[C@@H]1CN([C@@H](C)CO)C(=O)c2cc(NC(=O)Cc3cn(C)c4ccccc34)ccc2O[C@H]1CN(C)C(=O)Nc1ccc(F)cc1	3
C[C@H]1CN([C@@H](C)CO)C(=O)c2cccc(NC(=O)C3CC3)c2O[C@@H]1CN(C)S(=O)(=O)c1ccc(Cl)cc1	8
CC(C)NC(=O)Nc1ccc2c(c1)C(=O)N([C@@H](C)CO)C[C@H](C)[C@@H](CN(C)C(=O)NC1CCCCC1)O2	-2
Cc1ccc(S(=O)(=O)Nc2ccc3c(c2)CC(=O)N([C@@H](C)CO)C[C@H](C)[C@@H](CN(C)Cc2ccc4c(c2)OCO4)O3)cc1	48
COC(/C=C/C(OC(C)=O)C(C)OC(C)=O)C(O)C1CC=CC(=O)O1 (centres undefined)	105*
Cc1ccc(S(=O)(=O)N(C)C[C@@H]2Oc3ccc(NC(=O)CCN4CCOCC4)cc3CC(=O)N([C@@H](C)CO)C[C@@H]2C)cc1	-7
C[C@@H]1CN([C@@H](C)CO)C(=O)c2cccc(NC(=O)Nc3ccccc3)c2O[C@@H]1CN(C)S(=O)(=O)c1ccc(Cl)cc1	11
CNC[C@H]1Oc2c(NS(=O)(=O)c3cccs3)cccc2C(=O)N([C@@H](C)CO)C[C@H]1C	-20
CC(=O)CCCC1Cc2cccc(O)c2C(=O)O1 (centres undefined)	-1
C[C@@H]1CCCCO[C@H](CN(C)C(=O)c2ccccc2)[C@@H](C)CN([C@H](C)CO)C(=O)c2cc(NS(=O)(=O)c3ccc(F)cc3)ccc2O1	-1
Cc1ccc(S(=O)(=O)N(C)C[C@@H]2Oc3ccc(NC(=O)Nc4ccc(C(F)(F)F)cc4)cc3CC(=O)N([C@H](C)CO)C[C@@H]2C)cc1	43
CCn1c(SCC(=O)Nc2cc(Cl)ccc2Cl)nnc1-c1ccncc1	-5
C[C@@H]1CN([C@@H](C)CO)C(=O)c2cc(NC(=O)c3ccncc3)ccc2O[C@H]1CN(C)C(=O)NC1CCCCC1	-7
COc1ccc(OCC(=O)Nc2ccccc2OC(F)F)cc1	-16
N#C/C(=C\NCc1cc(C(F)(F)F)cc(C(F)(F)F)c1)S(=O)(=O)Cc1ccco1	0
C[C@@H]1CCCCO[C@@H](CN(C)C(=O)Nc2ccccc2)[C@@H](C)CN([C@H](C)CO)C(=O)c2cc(NC(=O)Nc3ccc(F)cc3)ccc2O1	21
C[C@H]1CN([C@@H](C)CO)C(=O)c2cc(NC(=O)Cc3ccccc3)ccc2O[C@@H]1CN(C)S(=O)(=O)c1ccccc1	4
Cc1ccc2nc(-c3ccccn3)cc(C(=O)Nc3sc4c(c3C(N)=O)CCc3ccccc3-4)c2c1	-6
CNC[C@@H]1Oc2ccc(NS(=O)(=O)c3c(C)noc3C)cc2C(=O)N([C@H](C)CO)C[C@H]1C	-2
COc1cc(OC)c(O[C@@H]2O[C@H](COC(=O)c3cc(O)c(O)c(O)c3)[C@@H](O)[C@H](O)[C@H]2O)c(OC)c1	4
COc1ccccc1CNC(=O)c1nn(C)c2c1COc1ccccc1-2	-1
C[C@@H]1CCCCO[C@@H](CN(C)C(=O)Cc2ccccc2)[C@@H](C)CN([C@H](C)CO)C(=O)c2cc(NS(=O)(=O)c3ccc(Cl)cc3)ccc2O1	39
C[C@H]1CN([C@@H](C)CO)C(=O)Cc2cc(NC(=O)c3ccncc3)ccc2O[C@H]1CN(C)C(=O)Nc1ccc(C(F)(F)F)cc1	14
O=C(O)c1ccccc1Nc1ccccc1	65
COc1cccc(OCc2nc(-c3ccccc3)no2)c1	-1
COc1cc(NC(=O)c2ccccc2)c(OC)cc1NC(=O)COc1ccc(Cl)cc1Cl	-19
C[C@H](CO)N1C[C@H](C)[C@@H](CN(C)Cc2ccc(Cl)c(Cl)c2)Oc2ccc(NC(=O)Cn3cnnn3)cc2C1=O	-9
COc1ccc(S(=O)(=O)N(C)C[C@@H]2OCCCC[C@@H](C)Oc3ccc(NC(=O)Cc4ccccc4)cc3C(=O)N([C@H](C)CO)C[C@@H]2C)cc1	26
CC(C)NC(=O)Cn1c(=O)c2cccn2c2cccnc21	-20
C[C@@H]1CN([C@@H](C)CO)C(=O)c2cccc(N(C)C)c2O[C@H]1CN(C)Cc1ccncc1	72
COc1ccc(S(=O)(=O)Nc2ccc3c(c2)C(=O)N([C@H](C)CO)C[C@@H](C)[C@@H](CN(C)Cc2ccc(C(F)(F)F)cc2)O3)cc1	5
CCN(CCCc1ccccc1)CCCc1ccccc1	-4
C[C@H]1CN([C@@H](C)CO)C(=O)CCCn2cc(nn2)CO[C@H]1CN(C)S(=O)(=O)c1ccc(-c2ccccc2)cc1	55
CC(=O)C(C)Sc1ncnc2sc(-c3ccccc3)cc12 (centres undefined)	28
CC(=O)N1N=C(c2cccs2)CC1c1cccs1 (centres undefined)	4
CC(C)NC(=O)Nc1cccc2c1O[C@@H](CN(C)CC1CCCCC1)[C@@H](C)CN([C@H](C)CO)C2=O	-1
CC(=O)Nc1ccccc1NC(=O)CN(C)S(=O)(=O)c1ccc(C)cc1	-8
Cc1noc(C)c1S(=O)(=O)Nc1ccc2c(c1)C(=O)N([C@H](C)CO)C[C@@H](C)[C@@H](CN(C)S(C)(=O)=O)O2	-6
C[C@@H]1CCCCO[C@@H](CN(C)Cc2ccc(Cl)c(Cl)c2)[C@@H](C)CN([C@H](C)CO)C(=O)c2cc(NS(=O)(=O)c3cccs3)ccc2O1	56
O=C(CSc1oc(-c2ccccc2)nc1S(=O)(=O)c1ccc(Cl)cc1)NCC1CCCO1 (centres undefined)	-10
C[C@H](CO)N1C[C@H](C)[C@H](CN(C)S(=O)(=O)c2cccc(F)c2)Oc2ncc(C#Cc3cccc(F)c3)cc2C1=O	?
CC(C)(C)OC(=O)CC[C@]12N=C(c3ccc(OCCCO)cc3)O[C@H]1c1ccccc1CN(Cc1ccccc1)C2=O	32
CC(C)(C)c1ccc(C(=O)N2CCCc3ccccc32)cc1	30

More structures.
SMILES	ROS inducer
CCCCCCC/C=N/NC(=O)CCCCCC(=O)O	-7
CNC[C@@H]1Oc2c(NC(=O)Nc3ccccc3)cccc2C(=O)N([C@@H](C)CO)C[C@@H]1C	-4
Cc1nc2ccc(S(=O)(=O)NC(C(=O)Nc3ccccc3C)c3ccccc3)cc2s1 (centres undefined)	10
C[C@H]1CN([C@@H](C)CO)C(=O)c2cccc(NS(=O)(=O)c3cn(C)cn3)c2O[C@@H]1CN(C)Cc1ccc(C(=O)O)cc1	-5
C[C@@H]1CN([C@@H](C)CO)C(=O)c2cccc(NC(=O)C3CC3)c2O[C@@H]1CN(C)Cc1ccc(C(=O)Nc2ccccc2N)cc1	9
C[C@H]1CN([C@@H](C)CO)C(=O)Cc2cc(NC(=O)C3CC3)ccc2O[C@@H]1CN(C)Cc1ccc2c(c1)OCO2	-10
C[C@H]1CN([C@@H](C)CO)C(=O)Cc2cc(NC(=O)Nc3ccc4c(c3)OCO4)ccc2O[C@H]1CN(C)Cc1ccc(-c2ccccc2)cc1	11
CCc1nc(N2CCCCC2)c(C#N)c2c1CCCC2	-1
Cc1cc(C(=O)Nc2cccc3c2O[C@H](CN(C)Cc2ccc(C(=O)Nc4ccccc4N)cc2)[C@H](C)CN([C@H](C)CO)C3=O)n(C)n1	23
CC(C)(C)OC(=O)Nc1ccc(/C=N/NC(=O)c2cccc(C(=O)NO)c2)cc1	-4
C[C@H](CO)N1C[C@H](C)[C@@H](CN(C)CC2CCCCC2)Oc2c(NS(=O)(=O)c3cn(C)cn3)cccc2C1=O	-4
COc1cc(OC)c(C(=O)NCCCN2CCOCC2)cc1OC	-7
C[C@H]1CN([C@@H](C)CO)C(=O)c2cccc(NC(=O)c3ccncc3)c2O[C@@H]1CN(C)CC1CCCCC1	-6
Cc1sc(NC(=O)COc2ccc(Cl)cc2Br)c(C(N)=O)c1C	2
CCOC(=O)c1c(NC(=O)COc2cccc(Cl)c2)sc(C)c1C	11
CCSc1nc2ccccc2n1Cc1nc(N)nc(N(C)C)n1	-7
CNC[C@@H]1Oc2c(NS(=O)(=O)c3ccccc3)cccc2C(=O)N([C@@H](C)CO)C[C@@H]1C	-12
CC1=N/C(=C\c2sccc2C)C(=O)O1	94*
N#CC(C(=O)c1ccccc1Cl)=C1SCCCS1	63
CC1CCN(S(=O)(=O)c2ccc3[nH]c(=O)cc(C(=O)NCCCN4CCOCC4)c3c2)CC1	-10
Cc1noc(C)c1NC(=O)N(C)C[C@H]1Oc2c(NC(=O)Nc3ccc(F)cc3)cccc2C(=O)N([C@H](C)CO)C[C@H]1C	-2
CC(C)NC(=O)N(C)C[C@H]1Oc2ccc(NC(=O)C3CC3)cc2C(=O)N([C@H](C)CO)C[C@@H]1C	-5
Cc1ccccc1NC(=O)CSc1nc(Nc2ccccc2)nc(N2CCOCC2)n1	-1
O=C(Cn1c(=O)oc2ccccc21)Nc1sc2c(c1C(=O)O)CCCC2	-1
Cc1noc(C)c1NC(=O)N(C)C[C@H]1Oc2c(NC(=O)NC3CCCCC3)cccc2C(=O)N([C@H](C)CO)C[C@@H]1C	-2
CS(=O)(=O)N(CC(=O)O)Cc1ccc(Cl)cc1	-8
COc1ccc(CN(C)C[C@@H]2Oc3c(NC(=O)NC(C)C)cccc3C(=O)N([C@@H](C)CO)C[C@@H]2C)cc1	-8
O=C(CSc1ncnc2sc3c(c12)CCC3)Nc1ccc(Cl)cc1	-12
COc1ccc(NC(=O)CSc2nc3ccccc3[nH]2)cc1Cl	2
CC(C)NC(=O)N(C)C[C@@H]1Oc2c(NC(=O)Nc3ccc4c(c3)OCO4)cccc2C(=O)N([C@H](C)CO)C[C@@H]1C	17
CCN(CC)S(=O)(=O)c1ccc(Nc2c3c(nc4ccccc24)CCCC3)cc1	45
COc1ccc(NC(=O)N(C)C[C@@H]2Oc3ccc(N(C)C)cc3CC(=O)N([C@@H](C)CO)C[C@@H]2C)cc1	-4
C[C@H](CO)N1C[C@H](C)[C@H](CN(C)Cc2ccncc2)Oc2c(NC(=O)c3ccc(-c4nccs4)cc3)cccc2C1=O	5
C[C@H]1CN([C@@H](C)CO)C(=O)CCCn2cc(nn2)CO[C@H]1CN(C)C(=O)c1ccncc1	-1

A portion of the library; the hit share may differ from the screen's.
